FEN1 inh: human FEN1 inhibition. Recombinant FEN1 flap cleavage, fluorescence, 15 min. 390,000 compounds, 0.35% hits. Potency, µM (doses to about 114 µM), for inactives: top-dose activity change, negative = inhibition, usual class: inhibitors. P39748; active = well fitted inhibition curve with a large enough effect; inconclusive = small, poorly fitted or top-dose-only effect; inactive = no such curve, though single readings can be large or run the other way; note: nearly all actives have a fitted effect of over 65% in size
Target sequence (P39748 whole entry, looked up): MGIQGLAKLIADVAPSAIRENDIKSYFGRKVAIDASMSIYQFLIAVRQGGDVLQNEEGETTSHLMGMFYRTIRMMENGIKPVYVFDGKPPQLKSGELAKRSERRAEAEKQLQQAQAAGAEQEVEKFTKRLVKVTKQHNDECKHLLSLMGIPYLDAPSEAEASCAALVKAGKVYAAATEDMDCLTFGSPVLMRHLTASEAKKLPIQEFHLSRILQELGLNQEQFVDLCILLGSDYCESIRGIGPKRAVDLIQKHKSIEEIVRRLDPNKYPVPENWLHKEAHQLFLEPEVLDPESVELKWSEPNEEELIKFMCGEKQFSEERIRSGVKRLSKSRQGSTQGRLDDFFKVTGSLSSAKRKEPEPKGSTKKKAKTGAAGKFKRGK
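Potency values derive from four-parameter Hill fits of normalized qHTS data. The reaction used 10 nM FEN1 preincubated 15 min at room temperature with compound, then 50 nM DNA substrate, read at 0 and 15 min.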
The depositor's hits bear a star; ? = inconclusive; & = joins results of further samples. % is set by controls: 0 for no effect and ±100 for the full control effect; potency is the fitted concentration of half-maximal effect. This is a subset (hit frequency here may not be typical).

SMILES | FEN1 inh
CC(C)(C)SCCNC(=O)CSc1ccccc1 | -2%
N#Cc1c(-c2ccc(F)cc2)c(-c2ccc(F)cc2)nn(CCO)c1=O | 5%
O=C(c1cc2cc3ccc(Cl)cc3nc2o1)N1CCN(Cc2ccc3c(c2)OCO3)CC1 | -9%
CN(C(=O)c1cccc(NC(=O)Cc2ccc(NC(=O)C3CCCN(C(=O)C4CC4)C3)cc2)c1)C1CCCC1 (stereo unspecified) | -9%
Cc1cc(N2CCOCC2)nc2ccc(NC(=O)C3CCCCC3)cc12 | 12%
O=C(CN1C(=O)NC2(CCCC2)C1=O)N1CCN(c2ccc(C(F)(F)F)cc2[N+](=O)[O-])CC1 | 21%
O=C(O)c1ccc(CNc2ncnc3nc[nH]c23)cc1 | 19%
Cn1nc(C(=O)O)c(=O)n(C)c1=O | -6%
Cc1cc(O)ccc1NC(=O)Cc1cccc2ccccc12 | 1%
O=C(O)/C=C/c1ccc2c(c1)S(=O)(=O)N(C1CCCC1)[C@H]2CC(=O)O | 11%
Cc1cc2ncn(C3CC(O)C(CO)O3)c2cc1C (stereo unspecified) | 12%
O=C(c1cccs1)c1sccc1Cc1ccccc1 | -3%
C=C1CCN([C@@H](Cc2ccccc2)C(=O)NCc2ccc(Cl)cc2)S(=O)(=O)c2ccccc21 | -2%
COc1ccc(OC)c(NC(=O)Nc2ccc3[nH]ccc3c2)c1 | 8%
COc1ccc(C(=O)C2CCCN(C(=O)c3ccc(OC)o3)C2)c(C)c1 (stereo unspecified) | -3%
CNc1nc(N/N=C/c2cc([N+](=O)[O-])ccc2F)nc(Nc2ccccc2)n1 | -2%
CCC1S/C(=N/S(=O)(=O)c2ccc(N)cc2)NC1=O (stereo unspecified) | 6%
NC(=S)NN=C1CCCCC12CCCC2 | 1%
CNc1c(Br)cc(/C=C2\C=C(C(O)c3cc(Br)c(NC)c(Br)c3)c3ccccc32)cc1Br (stereo unspecified) | 15%
Cc1ccc(-c2[nH]ncc2CNCc2ccccc2)cc1 | 15%
O=C(CCS(=O)(=O)c1ccc(Cl)cc1)Nc1cccc(S(=O)(=O)N2CCCCCC2)c1 | -12%
CCCc1nc2c(s1)CCc1onc(-c3ccc(OC)cc3)c1-2 | -6%
Cc1ccc2oc(-c3ccc(C)c(NC(=O)COc4ccc(Cl)cc4)c3)nc2c1 | 1%
Cc1cc(CNCCN(C)C)c(C)n1-c1cc(S(=O)(=O)N2CCOCC2)ccc1N1CCCC1 | 1%
CC(=NN(Cc1ccccc1)c1ccccc1)c1ccccc1 | -14%
CC(C)(C)[C@H]1C=C(C(=O)NCc2ccccc2)O[C@@H](OCCCCO)C1 | -22%
Cc1c(C(=O)NNC(=O)c2ccccc2O)oc2ccc(Br)cc12 | 0%
CC(=O)NC(Cc1ccc([N+](=O)[O-])cc1)C(=O)NCC(N)C(=O)c1ccccc1 (stereo unspecified) | -2%
O=C(Nc1ccc2ccccc2c1)c1nc(S(=O)(=O)Cc2ccccc2F)ncc1Cl | -19%
O=C(/C=C/c1ccco1)c1cccc([N+](=O)[O-])c1 | -8%
CSCCC1NC(=O)C(C(C)=Nc2ccccc2)=C1O (stereo unspecified) | -5%
CCNC(=O)c1c(NC(=O)c2cc(-c3cc(C)cc(C)c3O)n[nH]2)sc2c1CCCC2 | 5%
O=C1CCC[C@@H]2C[C@@]3(C[C@@H]4CCN1[C@H]24)Nc1ccccc1NC3=NCc1ccccc1 | -1%
COC(=O)[C@@H](Cc1c[nH]c2ccccc12)NCc1ccc(B(O)O)cc1 | 31%
O=C(O)C(Cc1ccccc1[N+](=O)[O-])N1C(=O)c2ccccc2C1=O (stereo unspecified) | -1%
O=C(O)/C=C/C(=O)Nc1nc(-c2ccc3ccccc3c2)cs1 | 16%
Cc1csc(NC(C)c2nc3cc(Cl)c(Cl)cc3n2CCCO)n1 (stereo unspecified) | -5%
O=C(/C=C/c1ccc2c(c1)OCO2)c1ccc(O)cc1O | 1%
O=C1NC2(CCCCC2)OC12CCCCC2 | 5%
CC(C)C[C@@H](CN)NC(=O)c1nc[nH]c1C(=O)N[C@@H](Cc1c[nH]c2ccccc12)C(=O)CNC[C@H](C)NC(=O)c1nc[nH]c1C(=O)N[C@@H](C)C(=O)O | 2%
CC(=O)c1ccc(S(=O)(=O)N2CCN(c3nc4c(C)c(C)ccc4cc3C#N)CC2)cc1 | 12%
COc1ccc(C(=O)N/N=C/c2c(C)nn(-c3ccccc3)c2OC)cc1 | -1%
CC1CN=C(c2ccccc2)O1 (stereo unspecified) | -2%
ICC[n+]1csc2ccccc21 | 18%
COc1cc(CN2CCN(c3cc(C)ccc3C)CC2)cc([N+](=O)[O-])c1O | -12%
O=C(C=Cc1ccccc1)c1ccc([N+](=O)[O-])cc1 | -3%
COc1ccc(-c2c(C#N)c(SCC(=O)Nc3ccccc3)nc3c2CCCC3)cc1 | -11%
CCc1nc(SCC(=O)N2CCc3ccccc32)c2oc3ccccc3c2n1 | -5%
CCOC(=O)C1=C(COc2ccccc2)NC(=O)NC1c1ccc2ccccc2c1 (stereo unspecified) | -22%
CCOC(=O)c1sc(NC(=O)C(CC)Sc2nc3ccccc3[nH]2)nc1C (stereo unspecified) | 3%

The listing continues.
SMILES | FEN1 inh
COc1ccc(C)cc1NC(=O)c1cc(C2CC2)nc2c1c(C)nn2C1CCS(=O)(=O)C1 (stereo unspecified) | -7%
CC1(C)c2[nH]c3ccccc3c2C[C@H]2C(=O)N(Cc3ccc(F)cc3)C(=O)N21 | -8%
CS(=O)(=O)c1nc([N+](=O)[O-])nn1CCCc1ccccc1 | -3%
CN(Cc1ccccc1)C(=O)c1cccc(NC(=O)Cc2ccc(NC(=O)C3CCN(C(=O)c4ccccc4)CC3)cc2)c1 | 12%
O=C1CC[C@@H]2CC3(C[C@@H]4CCN1[C@H]24)Nc1cc(Cl)ccc1NC3=NC1CCCCC1 (stereo partly specified) | 9%
Cc1cccc(OCC(=O)OCC(=O)N2CCN(C(=O)c3ccco3)CC2)c1C | -5%
O=C(O)c1ccc(NC2(C(=O)O)CCCC2)cc1 | 55%
N#Cc1ccc(NC2c3ccccc3CC2O)cc1 (stereo unspecified) | -4%
COc1cc2c(NC3CCN(C(C)C)CC3)nc(N3CCCN(C)CC3)nc2cc1OCCCN1CCCC1 | 22µM*
COc1ccc(/C=C/c2ccnc3ccccc23)cc1OC | -28%
OC(Cc1cccnc1)c1ccccc1 (stereo unspecified) | -2%
Cc1noc(NS(=O)(=O)c2ccc(NC(=O)C(F)(F)C(F)(F)C(F)(F)F)cc2)c1C | 1%
CCOC(=O)C[C@H]1c2cc(F)ccc2S(=O)(=O)N1Cc1ccc(OC)cc1 | 13%&8%
COc1cc(CNc2ccc(S(N)(=O)=O)cc2)ccc1OCc1ccccc1F | -4%
COc1cc(/C=C/c2onc(C)c2[N+](=O)[O-])cc(OC)c1OC | 4%
O=C(c1ccccc1)C1CC=CCC1C(=O)c1ccccc1 (stereo unspecified) | -1%
Cc1cccc(C)c1NC(=O)c1cccc(C(=O)Nc2c(C)cccc2C)n1 | -8%
O=C(NN=Cc1ccccc1Cl)c1ccc([N+](=O)[O-])cc1 | 16%
OC(C[n+]1c(Cl)ccc2ccccc21)c1ccccc1 (stereo unspecified) | 13%
C[S+](C)CC(=O)c1ccc2ccccc2c1 | -26%
COc1ccc([C@@H]2Sc3ccccc3NC(=O)[C@@H]2O)cc1 | -13%
O=C1NC2c3c(I)sc(I)c3C(=O)C2O1 (stereo unspecified) | -14%
CCNc1ncnc2c1cnn2C1CCCCO1 (stereo unspecified) | 3%
COc1cc2c(cc1OC)C(C(=O)NC1CC1)C1c3ccccc3CCN1C2=O (stereo unspecified) | -14%
Cc1ccccc1S(=O)(=O)N1C[C@H]2CON(C)[C@H]2C[C@H]1c1cccc(Oc2ccccc2)c1 | 1%
COc1c(O)cccc1[C@H](O)C1CCN(CCc2ccc(F)cc2)CC1 | -15%
COc1ccc([C@H]2/C=C\CN(S(C)(=O)=O)[C@@H](C)C(=O)N2Cc2ccc(F)cc2)cc1 | -12%
CC(=O)O[C@@H](C[C@@H](C)C1=C2C[C@H](O)C3[C@@]4(C)CCC(=O)C(C)(C)C4CC[C@]3(C)[C@@]2(C)CC1)[C@H]1OC1(C)C (stereo partly specified) | -31%
COc1c(F)cc2[nH]c3c(c2c1F)CCNC3=O | -2%
Cc1ccc(S(=O)(=O)N2CCN(c3nc(-c4cccs4)nc4ccccc34)CC2)c(C)c1 | 18%
CC(=O)NCCc1c[nH]c2ccc(OCc3ccccc3)cc12 | -18%
CC(C)c1ccccc1OCCCCN1CCCCC1 | 15%
COc1cc(/C=C(\C(=O)O)c2ccc(S(=O)(=O)N3CCCC3)s2)ccc1OCCC(C)C | -3%
c1coc(-c2nc3cc4ccccc4cc3nc2-c2ccco2)c1 | 5.6µM*
Cc1c2cc[n+](CCN3CCCCC3)cc2c(C)c2c1[nH]c1ccc(O)cc12 | 13µM*
O=C1[C@H](Cc2ccccc2)NCCCC[C@@H](c2ccc(Cl)cc2)N1Cc1ccc(Cl)cc1 | -5%&-1%
Cc1c(Cl)cccc1NC(=S)NC(=O)c1cncc(Br)c1 | -7%
O=C1Nc2ccc(Br)cc2/C1=N\N=C\C1=C(N2CCOCC2)C(=C/c2ccccc2)/CC1 | 2%
CN(c1ccccc1C(=O)Nc1ccc2ccccc2c1)S(C)(=O)=O | 16%
Cc1ccccc1Sc1ncccc1[N+](=O)[O-] | -4%
CC(=O)C1CCC2C3CC(C)=C4CC(O)CCC4(C)C3CCC12C (stereo unspecified) | -15%
O=C(Cc1ccccc1)N(c1ccccc1)c1ccccc1 | 18%
COc1cc(-c2noc(C)c2C#CCCN2C(=O)c3ccccc3C2=O)cc(OC)c1OC | 14%
O=C1CCc2cc(Br)ccc2O1 | -3%
Cc1cccc(C=NOCCc2ccccc2)n1 | -11%
Cc1ccnc2ccc(I)cc12 | 14%
Clc1nc(-c2ccccc2)cc(-c2ccc(Br)cc2)n1 | 8%
Cn1c(=O)c2nc(SCCO)n(C)c2n(C)c1=O | 12%
O=Cc1c[nH]c2ccccc12 | 17%
S=C(Cc1ccccc1)N1CCOCC1 | 8%

The closing 7 compounds of the part above open the next one.
SMILES | FEN1 inh
O=C1CCc2cc(Br)ccc2O1 | -3%
Cc1cccc(C=NOCCc2ccccc2)n1 | -11%
Cc1ccnc2ccc(I)cc12 | 14%
Clc1nc(-c2ccccc2)cc(-c2ccc(Br)cc2)n1 | 8%
Cn1c(=O)c2nc(SCCO)n(C)c2n(C)c1=O | 12%
O=Cc1c[nH]c2ccccc12 | 17%
S=C(Cc1ccccc1)N1CCOCC1 | 8%
COc1cc2c(cc1CNC[C@H]1O[C@@H](n3cnc(C(N)=O)n3)[C@H](O)[C@@H]1O)OCO2 | -7%
COc1ccc(N2N=NN(C(C)C)C2=C(Cl)c2nnnn2-c2ccc(OC)cc2)cc1 | -3%
COc1cc2[nH]cc(C(=O)NCc3cccs3)c(=O)c2cc1OC | -1%
COc1ccc(NC(=O)C2CC3C=CC2C3)c([N+](=O)[O-])c1 (stereo unspecified) | -3%
Cc1cc(Nc2cccc(Br)c2)c2ccccc2n1 | -1%
CC(=O)Nc1ccc(NC(=O)COC(=O)c2ccc(S(=O)(=O)N(C)c3ccccc3)cc2)cc1 | -6%
COC(=O)c1ccc(C)cc1C1CN=NC12Cc1cc(C)ccc1C2=O (stereo unspecified) | -12%
CCc1cccc2c1Sc1ccccc1CC2N1CCNCC1 (stereo unspecified) | -2%
CCOC(=O)C1Nc2c(cc(C(F)(F)F)cc2[N+](=O)[O-])C2c3ccccc3CC12 (stereo unspecified) | -4%
COc1cc(C2Nc3ccccc3C(=O)N2Cc2ccco2)cc(OC)c1OC (stereo unspecified) | -14%
CCC[C@H]1CC(=O)C=C(c2ccc(OC)cc2)ON1C(=O)OC(C)(C)C | -23%
OC(CNCCN1CCNCC1)Cc1ccccc1 (stereo unspecified) | 6%
Cc1nc(NC(=O)c2cccnc2Cl)sc1C | 17%
O=C1NC[C@H](Cc2ccccc2)N(CC2CCN(CCCCc3ccccc3)CC2)C1=O | -2%
CC1CCCC(C)N1CCOc1cc(N)ccc1C#N (stereo unspecified) | 2%
N#Cc1nc(-c2ccc(OCc3ccc(Cl)cc3)cc2)oc1N1CCCCCC1 | 7%
O=C(c1ccc(Cl)cc1)N1CCN(c2ccc([N+](=O)[O-])c(NCc3cccnc3)c2)CC1 | 4%
CCCCCCCCCCCCCCCCCCN(CCCCCCCCCCCCCCCCCC)c1ccc(/C=C/c2ccc(C=O)cc2)cc1 | -4%
Cc1cc(O)cc(=O)n1Cc1ccccc1 | -6%
CCOC(=O)c1cccc(OS(=O)(=O)Cc2ccccc2)c1 | -12%
Cc1cc(-c2nc3ncccc3o2)ccc1NC(=O)c1ccc([N+](=O)[O-])o1 | ?

Part of the list above in order of heavy-atom count, descending.
SMILES | FEN1 inh
CCCCCCCCCCCCCCCCCCN(CCCCCCCCCCCCCCCCCC)c1ccc(/C=C/c2ccc(C=O)cc2)cc1 | -4%
N#Cc1nc(-c2ccc(OCc3ccc(Cl)cc3)cc2)oc1N1CCCCCC1 | 7%
CC1CCCC(C)N1CCOc1cc(N)ccc1C#N (stereo unspecified) | 2%
OC(CNCCN1CCNCC1)Cc1ccccc1 (stereo unspecified) | 6%
Cc1nc(NC(=O)c2cccnc2Cl)sc1C | 17%
Cc1cc(O)cc(=O)n1Cc1ccccc1 | -6%

Two records picked at random from those above:
SMILES | FEN1 inh
Cc1cc(O)cc(=O)n1Cc1ccccc1 | -6%
O=C1NC[C@H](Cc2ccccc2)N(CC2CCN(CCCCc3ccccc3)CC2)C1=O | -2%

Compound activity: PubChem BioAssay, National Center for Advancing Translational Sciences (NCATS)
